M. tuberculosis GlmU – inhibition of mycobacterial GlmU enzyme – biochemical, glucosamine-1-phosphate acetyltransferase (AID 1376); one-dose inhibition, %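 (tested at 30 µM in the primary screen)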; IC50 in µM for titrated hits; actives 0.25% (n = 220,000); M. tuberculosis GlmU acetyltransferase enzyme assay; higher % means a stronger effect; Bifunctional protein GlmU (Mycobacterium tuberculosis (strain ATCC 25618 / H37Rv)); in the data active = inhibition above about 13%;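 note: 0% = complete reaction with vehicle and 100% = reaction without substrate; strong numbers were not always called active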
Mtb RmlCD inh – M. tuberculosis RmlC/RmlD coupled enzyme inhibitors, primary screen, biochemical, compound mixtures, 384-well, from 1536-well plates; actives 0.03% (n = 160,000); RmlC+RmlD coupled enzyme assay, percent inhibition; primary screen in compound mixtures; inhibition, % at 3.6 µM; dTDP-4-dehydrorhamnose reductase (Mycobacterium tuberculosis (strain ATCC 25618 / H37Rv)) …; in the data active = inhibition mostly above about 34%, no sharp cut-off; note: some results filed as inactive read as strong as hits
Target sequence (P9WH09 whole entry, looked up): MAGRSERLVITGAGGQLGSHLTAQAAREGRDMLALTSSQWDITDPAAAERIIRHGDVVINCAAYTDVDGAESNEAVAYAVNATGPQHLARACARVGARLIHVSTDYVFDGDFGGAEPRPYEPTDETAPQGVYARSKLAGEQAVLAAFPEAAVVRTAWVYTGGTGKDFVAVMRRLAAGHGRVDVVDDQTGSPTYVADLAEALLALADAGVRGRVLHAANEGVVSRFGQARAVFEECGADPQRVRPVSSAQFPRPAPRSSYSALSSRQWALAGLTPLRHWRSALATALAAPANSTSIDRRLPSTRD
Target sequence (P9WH11 whole entry, looked up): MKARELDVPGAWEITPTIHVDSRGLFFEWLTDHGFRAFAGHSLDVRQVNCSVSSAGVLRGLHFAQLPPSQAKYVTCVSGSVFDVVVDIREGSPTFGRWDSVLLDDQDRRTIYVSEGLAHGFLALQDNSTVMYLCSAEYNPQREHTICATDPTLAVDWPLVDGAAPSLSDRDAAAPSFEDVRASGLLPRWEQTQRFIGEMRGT
* = called active by the depositor; x = not tested or not shown.

SMILES | M. tuberculosis GlmU | Mtb RmlCD inh
O=C(CSc1ncnc2c1oc1ccccc12)NCc1ccc(F)cc1 | -3.2% | -5
CC(=O)N1c2ccccc2C(C)(C)C2CCC(C)CC21 (stereo not drawn) | -3.5% | x
Cc1ccc(C(=O)NC(=S)NNC(=O)CCN2CCOCC2)cc1 | -4.4% | 13
CC1CCc2c(sc(NC(=O)COC(=O)c3ccc(O)cc3)c2C#N)C1 (stereo not drawn) | 1.0% | -38
COc1ccc(Nc2nc(C)cc(C)c2C(N)=O)cc1 | 0.3% | x
O=C(NC1CC1)c1cc(-c2ccco2)nc2ccccc12 | 2.1% | 16
COC(=O)c1ccc(COC(=O)Cc2n[nH]c(=O)c3ccccc23)cc1 | -2.0% | -7
COCCNC(=O)CNC(=S)N(CCCN1CCOCC1)Cc1cccs1 | -7.0% | -11
CCn1c(CCCOc2ccc(Cl)cc2Cl)n[nH]c1=S | 0.6% | -13
CSc1nc(-c2ccccc2)nc(SC)c1C(C)=O | 0.3% | x
Cc1noc(C)c1C(c1ccccc1)c1ccccc1 | 3.0% | x
Cc1nc2ncnn2c(N2CCN(C(=O)c3cccc(F)c3)CC2)c1C | 2.2% | x
CCOc1ccc(-c2nn(-c3ccccc3)cc2/C=C2\SC(=S)N(C3CCS(=O)(=O)C3)C2=O)cc1 (stereo not drawn) | 1.1% | x
COC(=O)C1=C(C(=O)OC)[C@@H]2N(C)c3ccc(OC)cc3[C@@]23C[C@@H](C(=O)OC)N(C(=O)NC2CCCCC2)C3=N1 | 1.4% | x
CCCN1CCN(C(=S)Nc2ccc(SC(F)F)cc2)CC1 | 1.1% | 8
O=C(COc1ncnc2ccc(Br)cc12)NCc1ccc2c(c1)OCO2 | 0.7% | 0
COc1ccc(-n2c(Cc3cccn3C)nnc2SCC(=O)Nc2ccc3c(c2)OCCO3)cc1 | -6.0% | -6
Fc1ccc(-n2cc(CNCCc3ccccn3)c(-c3ccccc3Cl)n2)cc1 | -4.7% | -2
CN(C)c1ccc(C(=O)/C=C/c2ccco2)cc1 | 1.5% | -8
COc1ccccc1-n1cc(CN2CCN(CC=C(C)C)C(CCO)C2)cn1 (stereo not drawn) | -6.0% | x
Cc1cnn(C(=S)NCC2CCCO2)c1 (stereo not drawn) | 3.8% | x
O=C(N1CCCC1)C12CCC3CC(CC(C3)C1)C2 | 5.7% | 26
COc1ccccc1NC(=O)N(Cc1ccccc1)C1=NCC(C)S1 (stereo not drawn) | 2.9% | x
COC(=O)c1sccc1NS(=O)(=O)c1ccc(OC)cc1 | 5.9% | x

One compound at a time, from the list above.
CCCN1CCN(C(=S)Nc2ccc(SC(F)F)cc2)CC1 in the list: M. tuberculosis GlmU: 1.1%; Mtb RmlCD inh: 8
Cc1cnn(C(=S)NCC2CCCO2)c1 (stereo not drawn) in the list: M. tuberculosis GlmU: 3.8%; Mtb RmlCD inh: x

More structures.
SMILES | M. tuberculosis GlmU | Mtb RmlCD inh
CNC(=O)Cn1nc(C)c2ccccc2c1=O | 2.8% | 98
O=C(c1ccccc1)N1CCC(c2nc3c(nnn3Cc3ccco3)c(=O)[nH]2)CC1 | -2.2% | 0
COc1ccc(N2CCN(C(=O)CCCN3C(=O)c4cccc5cccc(c45)C3=O)CC2)cc1 | 4.7% | 5
Cc1ccc(C(=O)Nc2ccncc2)o1 | 1.6% | x
Cc1ccc(SCCNC(=O)c2cccc([N+](=O)[O-])c2C)cc1 | 0.9% | 0
Cc1cc(C)n(C(=O)c2cc3c(s2)CCCC3)n1 | 1.5% | x
CCOC(=O)C1(CCOc2ccccc2)CCN(Cc2cccc(-n3cccn3)c2)CC1 | -2.7% | -11
O=C(Nc1ccnc(-c2cccnc2)n1)c1ccc(Cl)c(Cl)c1 | -1.7% | -5
CCOc1nc(NCCO)nc(NCCC2=CCCCC2)n1 | 2.6% | x
O=C(NCCc1cccc(Cl)c1)c1cccnc1 | 2.5% | 4
COc1ccc(NC(=O)Cn2nc3n(c2=S)CCC3)cc1 | -2.8% | -14
Cn1c(SCC(=O)Nc2ccc(Br)cc2)nc(O)cc1=O | 3.7% | 8
O=C(CCC(=O)Nc1nnc(C2CCCCC2)s1)NCC1CCCO1 (stereo not drawn) | 5.4% | x
CCOC(=O)CN(C#N)c1nc(N(C)C)nc(N(C)C)n1 | 0.8% | -10
c1ccc(-c2csc(NNC3=NCCCCC3)n2)cc1 | -5.1% | 10
Cc1[nH]nc2c1C(c1cccc(O)c1)C1=C(CC(C)(C)CC1=O)N2 (stereo not drawn) | -1.5% | -1
Cc1nnc2n1CCCCC2 | 4.1% | -2
COc1ccc(Cl)cc1C(=O)NNC(=O)c1cccc(S(=O)(=O)N(C)C)c1 | -1.2% | 6
Cc1ccc(C2=NN(CC(=O)NCc3cccnc3)C(=O)CC2)cc1 | 1.3% | x
Cn1c(=O)c2c(nc(NCCOc3ccc(C(C)(C)C)cc3)n2C)n(C)c1=O | 4.6% | x
CCOc1cc2c(C#N)c(N3CCCCC3)nc(N)c2c(N)n1 | 5.2% | -7
Cc1ccc(NC(=O)COC(=O)c2ccc3c(c2)OCO3)c(C)c1 | -0.4% | 10
O=C(CCNC(=O)Cn1ccc2ccccc2c1=O)NCCN1CCN(c2cccc(Cl)c2)CC1 | -5.4% | 3
NC(=O)NC1NC(=O)NC1=O (stereo not drawn) | 1.4% | 0
CCCCCCC1CCC(c2nc(-c3ccncc3)no2)CC1 (stereo not drawn) | 4.7% | x
CCN(CC)CCn1cnc2c1c(=O)n(CCOC(=O)c1cc(OC)c(OC)c(OC)c1)c(=O)n2C | 5.6% | 3
CCn1c(SCC(=O)NCc2ccccc2)nnc1-c1ccccc1O | -5.2% | -62
CCN(CC(=O)NCc1ccc(F)cc1)C(=O)COc1ccc(C)c(C)c1 | -2.7% | -8
C=CCOc1ccc(C2=NO[C@@H]3[C@@H]4C[C@@H]([C@H]5C(=O)N(C)C(=O)[C@@H]45)[C@H]23)cc1 | 4.8% | -8
CCOP(=O)(OCC)C(Nc1cc(Cl)cc(Cl)c1)c1cccc(O)c1 (stereo not drawn) | -4.3% | 1
COc1ccccc1N(C)S(=O)(=O)c1ccc(C(=O)OCC(=O)c2c[nH]c3ccccc23)cc1 | -6.2% | -14
Cc1cnc(CN2CCc3c([nH]c4ccccc34)C2C2CCCCC2)[nH]1 (stereo not drawn) | 5.1% | -2
CC1(C)NC(=O)N(CC(=O)OCC(=O)Nc2cc(S(=O)(=O)N3CCCCCC3)ccc2Cl)C1=O | -2.1% | x
CCC(=O)NNc1nc2c(C)c(C)ccc2s1 | 9.6% | -13
O=C(OC1CCOC1=O)c1cccc(S(=O)(=O)Nc2ccc(F)cc2)c1 (stereo not drawn) | -3.9% | 8
COC(=O)c1ccc(COC(=O)CNC(=O)CNC(=O)c2ccc(C)cc2)cc1 | 3.9% | x
CSc1ccc(-c2nc(O)c3cnccn23)cc1 | -4.4% | x
Oc1ccccc1CNc1ccc(Br)cn1 | 1.2% | x
O=S(=O)(c1cccc2nsnc12)N1CCN(c2ncccn2)CC1 | -0.5% | -9
CC(C)(C)NC(=O)c1ccc(COc2ccccc2Br)o1 | -2.1% | x
CCc1ccccc1NC(=O)C(CC)Sc1nc2cc3c(cc2c(=O)n1Cc1ccco1)OCO3 (stereo not drawn) | 0.9% | 8
CCOCCCNC(=O)/C(C#N)=C/c1ccc(C(=O)OC)cc1 | -8.4% | 6
COC(=O)C(C)Sc1snnc1-c1ccccc1 (stereo not drawn) | 0.8% | -2
Cn1cnc2cc(NC(=O)c3ccc(Cl)cc3)ccc21 | 0.6% | 9
CC(C)C1Oc2cc3oc(=O)ccc3cc2C1=O (stereo not drawn) | 0.4% | 7
Cc1cc(C)c(C)c(S(=O)(=O)ON2C(=O)c3ccccc3C2=O)c1C | 2.4% | x
Cc1cc(=O)oc(C)c1C(=O)NCc1cccnc1 | 1.9% | 0
Cc1cc(NC(=O)CCCC(=O)N(c2ccccc2)C(C(=O)NC2CCCCC2)c2cccs2)no1 (stereo not drawn) | -3.1% | x
O=C1CS/C(=C\[N+](=O)[O-])N1c1ccc(OC(F)(F)F)cc1 | -4.5% | 11
O=C(c1sc2cccc(F)c2c1Cl)N1CCN(c2ncccn2)CC1 | 0.4% | 10
COc1cc(/C=C2\C(=O)ON=C2c2ccccc2)cc(Cl)c1O | 1.3% | -2
CCCNC(=O)c1cc(-c2ccc(OC)cc2)on1 | 7.3% | x
Cc1nnc(Sc2nc3c(c(=O)n(C)c(=O)n3C)n2Cc2ccccc2Cl)s1 | 1.9% | x
COc1c(/C=N/NC(=O)c2ccccc2O)c(CCN(C)C(C)=O)cc2c1OCO2 | -2.7% | -4
Cc1ccc(-c2nnc(SCc3ccc(C#N)cc3)n2Cc2ccco2)cc1 | 2.1% | -7
Cc1cc(NC(=O)c2cccs2)ccc1NC(=O)Cc1ccccc1 | -1.7% | x
O=C(NCCc1ccc(Cl)cc1)C1CCC(=O)N1C1CCCC1 (stereo not drawn) | 4.8% | 3
Cc1ccc(CSc2nnc(-c3cccnc3)o2)cc1 | 3.5% | -1
Cc1ccnc(NS(=O)(=O)c2ccc(CC(C)C)cc2)c1 | -1.4% | 6
CC(C)n1c(C(F)(F)F)nc2cc(C(=O)N3CCCCC3)ccc21 | 9.9% | 66

A draw from above in order of formula weight, smallest number first:
SMILES | M. tuberculosis GlmU | Mtb RmlCD inh
CCCNC(=O)c1cc(-c2ccc(OC)cc2)on1 | 7.3% | x
Cc1ccc(CSc2nnc(-c3cccnc3)o2)cc1 | 3.5% | -1
CC(C)n1c(C(F)(F)F)nc2cc(C(=O)N3CCCCC3)ccc21 | 9.9% | 66
Cc1ccc(-c2nnc(SCc3ccc(C#N)cc3)n2Cc2ccco2)cc1 | 2.1% | -7
Cc1nnc(Sc2nc3c(c(=O)n(C)c(=O)n3C)n2Cc2ccccc2Cl)s1 | 1.9% | x

A portion from the list above, for reference:
SMILES | M. tuberculosis GlmU | Mtb RmlCD inh
O=C1CS/C(=C\[N+](=O)[O-])N1c1ccc(OC(F)(F)F)cc1 | -4.5% | 11
O=C(c1sc2cccc(F)c2c1Cl)N1CCN(c2ncccn2)CC1 | 0.4% | 10
COc1cc(/C=C2\C(=O)ON=C2c2ccccc2)cc(Cl)c1O | 1.3% | -2

New compounds follow.
SMILES | M. tuberculosis GlmU | Mtb RmlCD inh
COCCNC(=O)CSc1nc2cc3c(cc2c(=O)n1Cc1ccco1)OCO3 | -0.8% | -5
O=C(COc1ccc(F)cc1)NN1C(=O)CSC1=S | -4.3% | -8
O=C(N/N=C/c1ccccc1F)c1ccc(COc2ccccc2Cl)o1 | 0.1% | x
CC(OC(=O)c1cc(-c2cccnc2)nc2ccccc12)C(=O)Nc1ccc2ccccc2c1 (stereo not drawn) | 1.9% | 4
CCOC(=O)c1[nH]c(C)c(C(=O)NCCN2CCOCC2)c1C | 3.3% | 9
Cc1cc(=O)oc(C)c1C(=O)NCC1COc2ccccc2O1 (stereo not drawn) | 0.0% | x
COc1ccc(CN2C(=O)CCCc3ccccc32)cc1 | 0.6% | -13
Nc1nc(-c2ccco2)nn1S(=O)(=O)c1ccc(Cl)cc1 | 2.1% | -9
O=C(CNC(=O)c1ccccc1)OCC(=O)N1N=C(c2ccc(Cl)cc2)CC1c1ccco1 (stereo not drawn) | 2.3% | x
CC(C)(C)SCCNC(=O)CN(c1ccc(F)cc1)S(C)(=O)=O | -5.8% | x
CC1CCN(C(=O)C2CCN(CCCc3ccccc3)CC2)CC1 | 1.4% | 13
COc1ccc(N2CC(O)=C(c3nc(C)cs3)C2=N)cc1 | -10% | x
COc1cc(S(=O)(=O)NCC2COCCO2)ccc1-n1cnnn1 (stereo not drawn) | 3.9% | x
Cc1ccc(CNC(=O)CCc2nc3ccccc3c(=O)[nH]2)cc1 | -5.0% | -7
O=S(=O)(c1ccccc1F)N1CCN(C(=S)NCc2ccccc2)CC1 | -1.6% | 1
COc1ccc(CC(=O)Nc2ccc(NC(=O)c3ccccc3F)cc2)cc1 | 4.8% | 32
COc1cc(C(=O)Oc2cccc(Nc3ncnc4ccccc34)c2)cc(OC)c1OC | 4.1% | -5
Cn1ncc(Br)c1C(=O)N1CCc2ccccc21 | -1.3% | x
COc1ccc(-c2cc(-c3nnc(COC(=O)C4CC4)o3)c3ccccc3n2)cc1OC | -7.8% | x
COC(=O)c1sccc1NC(=S)Nc1cc(C)ccc1OC | 1.2% | -10
NC(=O)COc1ccc(NC(=O)c2ccccc2-c2ccccc2)cc1 | -6.6% | x
COC(=O)c1ccc(NC(=O)CC2C(=O)N(C)C(=S)N2Cc2ccc(S(N)(=O)=O)cc2)cc1 (stereo not drawn) | -2.4% | 7
COc1ccc2cc(C(=O)C3CCCN(C(=O)c4cnccn4)C3)ccc2c1 (stereo not drawn) | -8.5% | x
COc1cc(C(F)(F)F)c(C(=O)NCc2cccc(Cl)c2)cn1 | 0.0% | 10
CCC(C)(C)n1nnnc1C(C(C)C)N1CCC(C(N)=O)CC1 (stereo not drawn) | -3.3% | 44
CCSC(=O)NC12CC3CC(CC(C3)C1)C2 | 8.5% | 61
CCc1nnc(NC(=O)CSc2nnc(Cc3cc(=O)[nH]c(=O)[nH]3)n2-c2ccc(OC)cc2)s1 | 1.0% | 13
CCCCCCN(C(=O)CCCCCN1C(=O)NC(c2cccc([N+](=O)[O-])c2)C(C(=O)OCc2ccccc2)=C1C)C(C(=O)NCCCC)c1ccc(OCC(=O)OC)c(C(=O)OC)c1 (stereo not drawn) | -3.6% | x

Screening data: PubChem BioAssay, several laboratories

This is a subset; rates above refer to the full screens.
